# Assay outcomes: PubChem BioAssay, Broad Institute
# Mtb BioA inh = M. tuberculosis BioA enzyme inhibitors, primary screen, biochemical, plate reader, single point, HTS; 7,8-diaminopelargonic acid synthase BioA (Mycobacterium tuberculosis); purified M. tuberculosis BioA enzyme; inhibition, % at 9.99 µM; 0.096% of 360,000 active; AID 602481, 2012; in the data active = inhibition above about 40%
# * marks the source's active call; other numbers are inactive results. Some of the compounds tested; the hit share may differ from the screen's.
SMILES	Mtb BioA inh
COCC(=O)Nc1ccc2c(c1)[C@@H]1C[C@@H](CC(=O)NCc3ccccc3)O[C@@H](CO)[C@@H]1O2	-0.5
CO[C@@H]1CN(C)C(=O)c2ccc(NS(C)(=O)=O)cc2OC[C@@H](C)N(C(=O)c2ccc3c(c2)OCO3)C[C@@H]1C	-0.6
C[C@@H]1CN([C@@H](C)CO)C(=O)c2cccc(NS(=O)(=O)c3ccccc3)c2O[C@H]1CN(C)C	-1.0
C[C@@H]1CN([C@H](C)CO)C(=O)c2cccc(NC(=O)NC3CCCCC3)c2O[C@H]1CN(C)S(=O)(=O)c1cccs1	-1.8
O=C(NCC[C@H]1CC[C@@H](NS(=O)(=O)c2ccc(Oc3ccccc3)cc2)[C@H](CO)O1)C1CC1	1.0
C[C@H]1CN([C@@H](C)CO)C(=O)c2cc(C#CCN(C)C)cnc2O[C@H]1CN(C)C(=O)Nc1ccccc1F	-3.4
CCC(=O)N(C)C[C@H]1Oc2ncc(C#CCC(C)C)cc2C(=O)N([C@H](C)CO)C[C@@H]1C	1.3
O=C(C[C@@H]1CC[C@@H]2[C@H](COC[C@H](O)CN2C(=O)Nc2ccc(Cl)cc2)O1)NC1Cc2ccccc2C1	-0.8
COc1cccc(NC(=O)N2C[C@H](O)COC[C@@H]3O[C@@H](CC(=O)N(C)C)CC[C@H]32)c1	98.6*
COc1ccc([Si](C)(C)[C@@H]2[C@@H](CCO)O[C@]3(C(=O)N(Cc4ccccc4)c4ccc(N5CCCCC5=O)cc43)[C@H]2C)cc1	0.0
O=C(Nc1ccccc1)N1C[C@H]2[C@@H](c3ccccc31)[C@@H](CO)N2C(=O)c1ccccc1F	3.1
C[C@H](CO)N1C[C@H](C)[C@H](CN(C)S(=O)(=O)c2cccs2)Oc2ccc(NC(=O)Nc3cccc4ccccc34)cc2CC1=O	-1.7
CC(C)NC(=O)Nc1cccc2c1O[C@H](CN(C)Cc1ccc(-c3ccccc3)cc1)[C@H](C)CN([C@H](C)CO)C2=O	-0.5
N#C[C@@H]1[C@@H](c2ccc(C3=CCCCC3)cc2)[C@@H](CO)N1S(=O)(=O)c1ccccc1	-0.1
O=C(c1cccnc1)N1C[C@@H]2[C@H](c3ccccc31)[C@H](CO)N2C(=O)C1CCOCC1	-4.6
C[C@@H]1CN([C@@H](C)CO)C(=O)c2cc(NC(=O)c3ccncc3)ccc2O[C@H]1CN(C)S(C)(=O)=O	0.6
COCCOC(=O)N1C(=O)[C@@]2(c3ccccc31)[C@H](c1ccccc1OCCO)N1[C@H](c3ccccc3)[C@H](c3ccccc3)OC(=O)[C@H]1[C@@H]2C(=O)NC[C@H](O)c1ccccc1	-1.9
CCCNC(=O)N[C@@H]1CC[C@H](CC(=O)N2CCN(C)CC2)O[C@H]1CO	-1.8
O=C(C[C@@H]1C=C[C@@H](NC(=O)C2CCC2)[C@H](CO)O1)NC1CCC1	-3.0
C[C@@H]1CN([C@@H](C)CO)C(=O)c2cc(NS(=O)(=O)c3cccs3)ccc2O[C@H]1CN(C)S(C)(=O)=O	1.0
C[C@H](CO)N1C[C@H](C)[C@H](CN(C)Cc2ccc(Oc3ccccc3)cc2)Oc2ccc(NC(=O)CCCN(C)C)cc2CC1=O	-0.7
Cc1noc(C)c1NC(=O)Nc1ccc2c(c1)CC(=O)N([C@H](C)CO)C[C@H](C)[C@@H](CN(C)Cc1ccc(Oc3ccccc3)cc1)O2	-0.9
COc1ccc(NC(=O)Nc2ccc3c(c2)C(=O)N([C@@H](C)CO)C[C@@H](C)[C@H](CN(C)C(=O)Nc2ccccc2)O3)cc1	1.4
C[C@@H]1CCCCO[C@@H](CN(C)S(=O)(=O)c2cn(C)cn2)[C@@H](C)CN([C@H](C)CO)C(=O)c2cc(NC(=O)c3ccccc3)ccc2O1	3.0

# The final three records of the part above come first, to join the parts.
SMILES	Mtb BioA inh
Cc1noc(C)c1NC(=O)Nc1ccc2c(c1)CC(=O)N([C@H](C)CO)C[C@H](C)[C@@H](CN(C)Cc1ccc(Oc3ccccc3)cc1)O2	-0.9
COc1ccc(NC(=O)Nc2ccc3c(c2)C(=O)N([C@@H](C)CO)C[C@@H](C)[C@H](CN(C)C(=O)Nc2ccccc2)O3)cc1	1.4
C[C@@H]1CCCCO[C@@H](CN(C)S(=O)(=O)c2cn(C)cn2)[C@@H](C)CN([C@H](C)CO)C(=O)c2cc(NC(=O)c3ccccc3)ccc2O1	3.0
C[C@H](CO)N1C[C@H](C)[C@@H](CN(C)C(=O)c2ccncc2)Oc2cc(/C=C/c3ccccc3)ccc2S1(=O)=O	0.2
C[C@@H]1CN([C@@H](C)CO)C(=O)c2cc(NC(=O)Nc3ccc4c(c3)OCO4)ccc2O[C@H]1CN(C)S(=O)(=O)c1cccs1	1.8
O=C(Cc1ccccn1)NCC[C@@H]1CC[C@@H](NC(=O)Nc2ccc(F)cc2)[C@@H](CO)O1	1.8
C[C@H]1CCCCO[C@H](CN(C)C(=O)Nc2ccc(F)cc2)[C@@H](C)CN([C@@H](C)CO)C(=O)c2cc(NC(=O)Nc3ccccc3)ccc2O1	1.1
C[C@H](O)C#Cc1cnc2c(c1)C(=O)N([C@H](C)CO)C[C@@H](C)[C@@H](CN(C)C(=O)Nc1ccc(F)cc1)O2	0.0
CC(C)c1cn(CC[C@H]2CC[C@@H](NC(=O)C3CCCC3)[C@H](CO)O2)nn1	2.9
CO[C@H]1CN(C)C(=O)c2cc(NC(=O)NC(C)C)ccc2OC[C@@H](C)N(CC2CC2)C[C@@H]1C	2.0
C[C@@H]1CN([C@@H](C)CO)C(=O)c2cc(NS(=O)(=O)c3ccc(Cl)cc3)ccc2O[C@@H](C)CCCCO[C@H]1CN(C)S(=O)(=O)c1ccccc1	-2.7
Cc1ccc(S(=O)(=O)N(C)C[C@H]2Oc3c(NC(=O)Nc4c(C)noc4C)cccc3C(=O)N([C@H](C)CO)C[C@@H]2C)cc1	2.0
C[C@H]1CN([C@@H](C)CO)C(=O)c2cc(NS(=O)(=O)c3cn(C)cn3)ccc2O[C@H]1CN(C)Cc1ccc(Oc2ccccc2)cc1	1.7
CC(C)NC(=O)Nc1ccc2c(c1)C(=O)N([C@@H](C)CO)C[C@H](C)[C@H](CN(C)S(=O)(=O)c1cn(C)cn1)OCCCC[C@H](C)O2	0.6
C[C@@H]1CN([C@@H](C)CO)S(=O)(=O)c2ccc(C#Cc3ccccc3)cc2O[C@H]1CN(C)C(=O)C1CC1	0.4
O=C(C[C@H]1C=C[C@@H](NC(=O)C2CCC2)[C@@H](CO)O1)NCCCN1CCOCC1	-2.0
CC(=O)N(C)C[C@H]1Oc2cc(C3=CCCC3)ccc2S(=O)(=O)N([C@@H](C)CO)C[C@H]1C	-1.2
CCCNC(=O)C[C@H]1CC[C@H]2[C@@H](COC[C@H](O)CN2C(=O)CC)O1	0.0
C[C@@H]1CN([C@H](C)CO)C(=O)Cc2cc(NC(=O)C3CC3)ccc2O[C@@H]1CN(C)Cc1ccc(Oc2ccccc2)cc1	-0.4
O=C(C[C@@H]1C[C@H]2c3cc(NC(=O)CC4CC4)ccc3O[C@H]2[C@@H](CO)O1)NCc1ccc(Cl)cc1	-0.3
C[C@H](CO)N1C[C@H](C)[C@@H](CN(C)Cc2ccc(Cl)c(Cl)c2)OCCCC[C@H](C)Oc2ccc(NC(=O)C3CCCCC3)cc2C1=O	-3.3
CCN(C[C@H]1[C@H](c2ccccc2)[C@@H](CO)N1S(C)(=O)=O)C(=O)C1CCCC1	-9.8
COc1ccc(NC(=O)Nc2ccc3c(c2)[C@H]2C[C@H](CC(=O)N[C@@H](C)c4ccccc4)O[C@@H](CO)[C@H]2O3)cc1	-0.3
C[C@@H]1CN([C@@H](C)CO)C(=O)Cc2cc(NS(=O)(=O)c3ccccc3)ccc2O[C@@H]1CN(C)Cc1ccc(Cl)c(Cl)c1	-0.6
CN1C(=O)c2cc(NC(=O)c3cccc(F)c3)ccc2OC[C@H]2O[C@H](CC(=O)O)CC[C@H]21	6.2
COc1ccc(NC(=O)Nc2ccc3c(c2)C(=O)N([C@@H](C)CO)C[C@@H](C)[C@H](CN(C)C(=O)Nc2ccc(OC)cc2)O3)cc1	2.3
NC(=O)[C@@H]1[C@H]2C(=O)O[C@H](c3ccccc3)[C@H](c3ccccc3)N2[C@H](c2ccc(O)cc2)[C@@]12C(=O)Nc1ccc(C#CC3=CCCCC3)cc12	-1.0
C[C@@H]1CCCCO[C@H](CN(C)S(=O)(=O)c2cn(C)cn2)[C@@H](C)CN([C@H](C)CO)C(=O)c2cc(NC(=O)c3ccccc3)ccc2O1	1.2
C[C@H](CO)N1C[C@H](C)[C@H](CN(C)Cc2ccc(C(=O)O)cc2)Oc2ccc(NC(=O)C3CC3)cc2CC1=O	-2.6
C[C@H]1CN([C@@H](C)CO)C(=O)c2cccc(NC(=O)c3cnccn3)c2O[C@@H]1CN(C)C(=O)Nc1ccc(F)cc1	0.3
C[C@@H]1CN([C@@H](C)CO)S(=O)(=O)c2ccc(C#CCN(C)C)cc2O[C@@H]1CN(C)Cc1ccc2c(c1)OCO2	2.2
O=C(C[C@H]1CC[C@@H]2[C@H](COC[C@@H](O)CN2C(=O)Nc2ccc(F)cc2)O1)NC1CCC1	0.9
CO[C@@H]1CN(C)C(=O)c2cc(NC(=O)C3CCOCC3)ccc2OC[C@@H](C)NC[C@H]1C	-3.2
Cc1ccccc1S(=O)(=O)NCC[C@@H]1CC[C@@H](NS(=O)(=O)c2ccccc2C)[C@H](CO)O1	1.3
COc1ccccc1NC(=O)N[C@@H]1CC[C@@H](CCn2cc(-c3cccnc3)nn2)O[C@@H]1CO	-0.1
O=C(Nc1ccccc1F)N[C@H]1CC[C@H](CCNC(=O)C2CCOCC2)O[C@@H]1CO	2.7
N#Cc1cccc(-c2ccc([C@@H]3[C@H](CO)N4CCCCN(C(=O)Cc5ccccc5)C[C@@H]34)cc2)c1	2.1
C[C@H]1CCCCO[C@H](CN(C)Cc2ccccc2)[C@@H](C)CN([C@@H](C)CO)C(=O)c2cc(NC(=O)Nc3ccc(F)cc3)ccc2O1	1.1
CC(=O)Nc1ccc2c(c1)C(=O)N(C)[C@H]1CC[C@@H](CC(=O)NCc3ccc(Cl)cc3)O[C@H]1CO2	2.2
C[C@H](CO)N1C[C@H](C)[C@@H](CN(C)C(=O)Nc2ccccc2)Oc2ccc(NC(=O)CCN3CCOCC3)cc2CC1=O	-1.2
C[C@H]1CN([C@@H](C)CO)C(=O)c2cc(C3=CCCC3)cnc2O[C@H]1CN(C)C(=O)Nc1ccccc1	2.6
C[C@@H]1CCCCO[C@@H](CN(C)C(=O)NC2CCCCC2)[C@@H](C)CN([C@H](C)CO)C(=O)c2cc(NC(=O)C3CCCCC3)ccc2O1	-0.1
C[C@H]1CN([C@@H](C)CO)C(=O)c2cccc(NC(=O)Nc3ccccc3)c2O[C@@H]1CN(C)C(=O)Nc1ccc(C(F)(F)F)cc1	2.7
C[C@@H]1CN([C@@H](C)CO)C(=O)c2cccc(NS(=O)(=O)c3ccccc3)c2O[C@@H]1CN(C)CC1CCCCC1	-1.2
O=C(C[C@H]1C=C[C@H](NS(=O)(=O)c2ccc(F)cc2)[C@H](CO)O1)NCc1ccncn1	-0.3
Cc1ccc(S(=O)(=O)N(C)C[C@@H]2OCCCC[C@H](C)Oc3ccc(NS(=O)(=O)c4c(C)noc4C)cc3C(=O)N([C@H](C)CO)C[C@@H]2C)cc1	0.4
Cc1ccc(S(=O)(=O)N(C)C[C@@H]2Oc3ccc(NC(=O)Nc4ccc(F)cc4)cc3CC(=O)N([C@H](C)CO)C[C@@H]2C)cc1	-0.9
C[C@@H]1CCCCO[C@@H](CN(C)S(=O)(=O)c2ccccc2)[C@H](C)CN([C@H](C)CO)C(=O)c2cc(NS(=O)(=O)c3cn(C)cn3)ccc2O1	-2.7
CC=Cc1ccc2n(c1=O)C[C@@H]1[C@@H](CO)[C@H](C(=O)N[C@H](C)c3ccccc3)[C@H]2N1Cc1cncnc1 (mixture of isomers)	-1.1
Cc1noc(C)c1NC(=O)N(C)C[C@@H]1Oc2c(NS(=O)(=O)c3ccccc3)cccc2C(=O)N([C@@H](C)CO)C[C@H]1C	0.4
C/C=C/c1cnc2c(c1)C(=O)N([C@@H](C)CO)C[C@@H](C)[C@H](CN(C)Cc1cncnc1)O2	-0.3

# Sorted by SMILES length (descending): 3 of the compounds above
SMILES	Mtb BioA inh
Cc1noc(C)c1NC(=O)N(C)C[C@@H]1Oc2c(NS(=O)(=O)c3ccccc3)cccc2C(=O)N([C@@H](C)CO)C[C@H]1C	0.4
C[C@H](O)C#Cc1cnc2c(c1)C(=O)N([C@H](C)CO)C[C@@H](C)[C@@H](CN(C)C(=O)Nc1ccc(F)cc1)O2	0.0
C[C@@H]1CN([C@@H](C)CO)C(=O)c2cccc(NS(=O)(=O)c3ccccc3)c2O[C@@H]1CN(C)CC1CCCCC1	-1.2

# Individual results from the results shown.
# `CC=Cc1ccc2n(c1=O)C[C@@H]1[C@@H](CO)[C@H](C(=O)N[C@H](C)c3ccccc3)[C@H]2N1Cc1cncnc1` (mixture of isomers) in Mtb BioA inh shows -1.1
# `C[C@@H]1CCCCO[C@@H](CN(C)S(=O)(=O)c2ccccc2)[C@H](C)CN([C@H](C)CO)C(=O)c2cc(NS(=O)(=O)c3cn(C)cn3)ccc2O1` in Mtb BioA inh shows -2.7
# `O=C(C[C@H]1C=C[C@H](NS(=O)(=O)c2ccc(F)cc2)[C@H](CO)O1)NCc1ccncn1` in Mtb BioA inh shows -0.3

# The listing continues.
SMILES	Mtb BioA inh
C[C@@H]1CCCCO[C@H](CN(C)Cc2ccc(C(=O)O)cc2)[C@H](C)CN([C@H](C)CO)C(=O)c2cc(NS(=O)(=O)c3ccc(F)cc3)ccc2O1	-0.8
COc1ccccc1S(=O)(=O)N1CC[C@@H]2[C@H](CO)N(C)c3ccc(C#Cc4cccc(F)c4)cc3[C@@H]21	-0.1
C[C@H](CO)N1C[C@H](C)[C@H](CN(C)Cc2ccc(C(=O)O)cc2)Oc2ncc(C#CCN(C)C)cc2C1=O	-8.0
COc1ccc(NC(=O)Nc2ccc3c(c2)C(=O)N([C@@H](C)CO)C[C@@H](C)[C@H](CN(C)Cc2ccncc2)OCCCC[C@H](C)O3)cc1	-0.2
CNC[C@@H]1OCCCC[C@@H](C)Oc2ccc(NC(=O)Nc3ccc4c(c3)OCO4)cc2C(=O)N([C@H](C)CO)C[C@@H]1C	-3.5
